Screens: PubChem BioAssay, The Scripps Research Institute Molecular Screening Center
LYPLA2 counter: LYPLA2 inhibitors, primary screen, counter-screen for PME1 inhibitor project, biochemical, fluorescence polarization, FP-Rh probe ABPP; inhibition, % at 5.9 µM; AID 2177, 2009; recombinant LYPLA2; 320,000 compounds, 0.38% hits; Acyl-protein thioesterase 2 (Homo sapiens), O95372;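 active = inhibition above the screen-wide mean plus 3 SD, limit set per campaign, cut at about 26% in these data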;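 also: 0% = LYPLA2 with DMSO and 100% = wells lacking LYPLA2 enzyme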
pPAFAH inh: pPAFAH enzyme inhibitors, primary screen, biochemical, fluorescence polarization, human | 330,000 compounds, 1.5% hits | Platelet-activating factor acetylhydrolase (Homo sapiens), Q13093 | recombinant pPAFAH, FP-rhodamine probe fluorescence polarization | inhibition, % at 3.39 µM | AID 463082, 2010;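 active = inhibition above the mean inhibition across the screen plus 3 SD, cut at about 25% in these data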;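 also: inhibitors block binding of the rhodamine activity-based probe so polarization drops; 0% = enzyme with DMSO and 100% = wells lacking pPAFAH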
Target sequence (Q13093 whole entry, looked up): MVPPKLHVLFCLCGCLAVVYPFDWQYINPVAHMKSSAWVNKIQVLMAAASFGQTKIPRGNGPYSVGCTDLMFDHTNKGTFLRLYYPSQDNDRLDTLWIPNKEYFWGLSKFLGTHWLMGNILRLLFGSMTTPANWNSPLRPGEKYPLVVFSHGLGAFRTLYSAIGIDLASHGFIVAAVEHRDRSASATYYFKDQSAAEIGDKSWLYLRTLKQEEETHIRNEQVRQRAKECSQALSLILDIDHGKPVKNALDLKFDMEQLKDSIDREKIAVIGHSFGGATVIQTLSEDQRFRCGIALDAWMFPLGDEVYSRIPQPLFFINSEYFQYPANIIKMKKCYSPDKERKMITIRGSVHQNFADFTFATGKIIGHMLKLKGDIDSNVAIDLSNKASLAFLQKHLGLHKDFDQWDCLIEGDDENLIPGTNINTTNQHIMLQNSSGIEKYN
PAFAH1B3 FP inh: PAFAH1B3 enzyme inhibitors, primary screen, biochemical, fluorescence polarization, human; 340,000 compounds, 0.28% hits; recombinant PAFAH1B3, FP-rhodamine probe; Platelet-activating factor acetylhydrolase IB subunit alpha1 (Homo sapiens), Q15102; inhibition, % at 3.39 µM;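 active = inhibition above the screen-wide average of all tested compounds plus 3 SD, cut at about 25% in these data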;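 also: 0% = enzyme with DMSO only and 100% = wells lacking PAFAH1B3 protein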
Target sequence (Q15102 whole entry, looked up): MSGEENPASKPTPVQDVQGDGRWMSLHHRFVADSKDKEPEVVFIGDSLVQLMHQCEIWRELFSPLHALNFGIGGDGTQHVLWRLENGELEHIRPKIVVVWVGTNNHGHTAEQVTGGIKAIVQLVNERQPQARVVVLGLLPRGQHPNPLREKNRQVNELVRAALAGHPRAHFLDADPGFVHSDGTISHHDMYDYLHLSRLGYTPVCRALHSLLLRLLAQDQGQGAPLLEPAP
LYPLA1 counter: LYPLA1 inhibitors, primary screen, counter-screen for PME1 inhibitor project, biochemical, fluorescence polarization, FP-Rh probe ABPP; Acyl-protein thioesterase 1 (Homo sapiens), O75608; recombinant LYPLA1; inhibition, % at 5.9 µM; 320,000 compounds, 0.16% hits;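 active = inhibition above the mean of all tested compounds plus 3 SD, set per campaign, cut at about 14% in these data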;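 also: inhibitors block serine hydrolase probe labeling of LYPLA1 so polarization falls; 0% = enzyme with DMSO and 100% = wells lacking LYPLA1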
PREPL inh: PREPL enzyme inhibitors, primary screen, biochemical, fluorescence polarization; Prolyl endopeptidase-like (Homo sapiens), Q4J6C6; recombinant PREPL, fluorescence polarization activity-based probe; inhibition, % at 5.96 µM; 320,000 compounds, 0.68% hits; in the data active = inhibition above about 43%;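 also: 0% = enzyme with DMSO and 100% = wells lacking enzyme; many of its hits are not listed in these tables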
ZTA counter: ZTA (EBV) inhibition in EBNA-1 counter-screen | 320,000 compounds, 0.15% hits | ZTA-DNA binding, fluorescence polarization | inhibition, % at 11 µM | AID 2234; in the data active = inhibition above about 33%
PAFAH2 FP inh: PAFAH2 enzyme inhibitors, primary screen, biochemical, fluorescence polarization, human. recombinant PAFAH2, FP-rhodamine activity probe. inhibition, % at 3.39 µM. 340,000 compounds, 0.99% hits. AID 492956, 2010;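 active = inhibition above the mean over all tested compounds plus 3 SD, cut at about 30% in these data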;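 also: inhibitors block probe labeling of enzyme so polarization drops; 0% = enzyme with DMSO and 100% = wells lacking PAFAH2 protein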
PAFAH1B2 inh: PAFAH1B2 enzyme inhibitors, primary screen, biochemical, fluorescence polarization, human; inhibition, % at 3.39 µM; recombinant PAFAH1B2, FP-rhodamine activity probe; 340,000 compounds, 1.2% hits; Platelet-activating factor acetylhydrolase IB subunit alpha2 (Homo sapiens), P68402;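 active = inhibition above the mean of all tested compounds plus 3 SD, cut at about 24% in these data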;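 also: 0% = enzyme with DMSO and 100% = wells lacking PAFAH1B2; many of its hits are not listed in these tables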
Target sequence (P68402 whole entry, looked up): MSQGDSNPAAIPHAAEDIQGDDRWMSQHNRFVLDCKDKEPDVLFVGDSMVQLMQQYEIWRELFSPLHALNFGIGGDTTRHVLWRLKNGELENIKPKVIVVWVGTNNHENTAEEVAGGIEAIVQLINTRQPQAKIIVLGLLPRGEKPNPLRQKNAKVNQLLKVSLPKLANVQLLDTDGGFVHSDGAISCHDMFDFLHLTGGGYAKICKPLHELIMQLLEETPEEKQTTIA
EBNA-1 inhibitor: EBNA-1 DNA-binding inhibitors, primary screen, biochemical, fluorescence polarization; inhibition, % at 14.8 µM; 300,000 compounds, 0.34% hits; AID 1950, 2009; in the data active = inhibition above about 28%
Active calls of the source: *; / = not tested or not shown. The list is partial; rates above refer to the full screens.

no. | structure | PAFAH2 FP inh | pPAFAH inh | EBNA-1 inhibitor | PAFAH1B2 inh | LYPLA2 counter | ZTA counter | LYPLA1 counter | PREPL inh | PAFAH1B3 FP inh
1 | Cc1nnnn1/C(=C\c1ccccc1)C(=O)OCC(=O)NC(C)(C)C | -3 | 2 | 3 | -1 | 4 | 1 | 0 | 9 | 2
2 | CCCn1c(=O)c2sccc2n2c(CCCC(=O)NCc3ccco3)nnc12 | 0 | 7 | 4 | -1 | -1 | -9 | 0 | 2 | -2
3 | CCOc1ccc2c(c1)OC1(CCC(C)C1)CC2=O (centres undefined) | -12 | 5 | 9 | 2 | 2 | 6 | 1 | -5 | 7
4 | COc1ccc(CCNC(=O)C2CCCN2C(=O)Nc2cccc(OC)c2)cc1 (centres undefined) | -3 | 1 | 0 | 8 | 6 | 13 | 0 | 14 | 11
5 | O=C(Nc1ccc2nc(-c3ccccn3)[nH]c2c1)C1CCCCC1 | -1 | 7 | 3 | 5 | -1 | 3 | -1 | 3 | 3
6 | COC(=O)C1=C(C(=O)OC)[C@@H]2N(Cc3ccccc3)c3ccccc3[C@@]23C[C@@H](C(=O)OC)N(C(=O)c2cc(C)oc2C)C3=N1 | -9 | 5 | 3 | -3 | -2 | 19 | -1 | 23 | 6
7 | CCOC(=O)C1=CN2CCC[C@H]2CC1=O | 4 | -6 | / | 1 | / | / | / | 0 | -3
8 | COc1ccc(C(=O)NC2CCN(CC(=O)NCc3cccc(OC)c3)CC2)cc1 | 4 | 2 | -4 | -1 | 4 | -11 | 4 | -6 | -2
9 | Cc1cc(C)c2[nH]c(=O)c(CN(Cc3ccco3)C(=S)NCC3CCCO3)cc2c1 (centres undefined) | 1 | 8 | 6 | 1 | 1 | 9 | -2 | -3 | -2
10 | O=C(c1ccc2nc(N3CCOCC3)sc2c1)N1CCN(c2ccc(Cl)cc2)CC1 | 1 | 2 | 4 | -1 | 6 | 16 | 1 | -3 | 6
11 | CCc1ccc(N(CC)C(=O)c2ccc3c(Cl)c4c(nc3c2)CCC4)cc1 | 6 | 3 | -12 | 7 | -4 | 3 | -6 | -63 | -8
12 | CCOC(=O)CNC(=O)CSc1nnc(-c2c[nH]c3ccccc23)n1CC | 1 | 6 | 9 | 2 | 11 | -4 | 4 | -5 | 3
13 | CC(C)NC(=S)N(CCc1ccncc1)C(C)C | -4 | 5 | 10 | 8 | 0 | 2 | 3 | -6 | 11
14 | COc1ccc(C(=O)CSc2nnc(CN3CCCC3)n2-c2ccc(F)cc2)c(OC)c1 | 3 | 5 | 5 | 3 | 0 | -12 | -4 | 9 | -1
15 | c1ccc(CCn2nnnc2C(c2cccs2)N2CCN(Cc3ccc4c(c3)OCO4)CC2)cc1 (centres undefined) | 10 | 1 | 3 | 11 | 5 | -7 | 1 | 20 | -1
16 | C=CCc1cc(C)ccc1OCCOCCN1CCN(C)CC1 | -1 | 9 | 3 | 1 | 4 | -12 | -1 | -26 | 2
17 | Cc1cc(C)n(CC(=O)NC2CCCc3c2cnn3-c2ccccc2F)n1 (centres undefined) | -6 | 2 | -8 | -2 | 3 | -2 | -1 | -1 | 10
18 | COc1ccc(-c2nc(CCl)cs2)cc1OC | -6 | 1 | -1 | 4 | 1 | -2 | -2 | 3 | 4
19 | CCN(CC(=O)NCCc1ccc(F)cc1)Cc1nc2ccccc2c(=O)[nH]1 | -3 | 0 | -4 | -1 | 1 | -1 | 2 | 9 | 3
20 | CC(C(=O)OCC(=O)Nc1ccc(S(=O)(=O)N2CCCCC2)cc1)N1C(=O)c2ccccc2C1=O (centres undefined) | -4 | -1 | -1 | 2 | -12 | 7 | -2 | -6 | -5
21 | Cc1ccc(CNC(=O)CCc2nnc3ccc(N4CCC5(CC4)OCCO5)nn23)cc1 | 4 | -3 | -16 | 3 | -1 | -2 | -1 | 0 | 5
22 | COc1cc(C)nc(N2CCCC(C(=O)NC3CCC(C)CC3)C2)n1 (centres undefined) | / | -2 | -2 | / | 0 | -5 | -4 | -6 | /
23 | Cc1ccc2c(c1)nnn2C1CCN(CC(=O)N(c2ccccc2)c2ccccc2)CC1 | -4 | -2 | -3 | 14 | 1 | -1 | 1 | 2 | -5
24 | CN1c2ccccc2C(=O)/C(=C\Nc2ncccn2)S1(=O)=O | 1 | 2 | -13 | 8 | 1 | 5 | 4 | -5 | 8
25 | COc1ccc(Nc2ncnc3c2c(C)c(C)n3CCCN(C)C)cc1 | 2 | 0 | -9 | 6 | 0 | -16 | -4 | 9 | 10
26 | CCCOC1CCCN(C(=O)c2ccc(OC3CCN(Cc4ccccn4)CC3)cc2)C1 (centres undefined) | -2 | -2 | -3 | -1 | -12 | 1 | -8 | 0 | 11
27 | O=C(Cc1ccc(Cl)cc1)NNC(=O)Nc1cccc2ccccc12 | -5 | 1 | 7 | -2 | -3 | 0 | -2 | -2 | -1
28 | COc1ccc(Cl)cc1S(=O)(=O)N1CCC(C(=O)NCCc2ccccc2)CC1 | 21 | 2 | 5 | 6 | -2 | 7 | -5 | 14 | 6
29 | COc1ccc(C(=O)C2CCCN(C(=O)c3ccoc3C)C2)cc1F (centres undefined) | 0 | -2 | 3 | 2 | 7 | 3 | 2 | 0 | 6
30 | COc1cccc(N2CCN(C(=O)c3cc4c(s3)CCCCC4)CC2)c1 | 4 | 8 | / | -1 | 5 | -2 | 0 | 18 | 6

Single records, from the list above:
Listed for CCOc1ccc2c(c1)OC1(CCC(C)C1)CC2=O (centres undefined) : PAFAH2 FP inh: -12; pPAFAH inh: 5; EBNA-1 inhibitor: 9; PAFAH1B2 inh: 2; LYPLA2 counter: 2; ZTA counter: 6; LYPLA1 counter: 1; PREPL inh: -5; PAFAH1B3 FP inh: 7
Listed for C=CCc1cc(C)ccc1OCCOCCN1CCN(C)CC1 : PAFAH2 FP inh: -1; pPAFAH inh: 9; EBNA-1 inhibitor: 3; PAFAH1B2 inh: 1; LYPLA2 counter: 4; ZTA counter: -12; LYPLA1 counter: -1; PREPL inh: -26; PAFAH1B3 FP inh: 2

Filtered by structure: those above containing fluorine (four)
no. | structure | PAFAH2 FP inh | pPAFAH inh | EBNA-1 inhibitor | PAFAH1B2 inh | LYPLA2 counter | ZTA counter | LYPLA1 counter | PREPL inh | PAFAH1B3 FP inh
14 | COc1ccc(C(=O)CSc2nnc(CN3CCCC3)n2-c2ccc(F)cc2)c(OC)c1 | 3 | 5 | 5 | 3 | 0 | -12 | -4 | 9 | -1
17 | Cc1cc(C)n(CC(=O)NC2CCCc3c2cnn3-c2ccccc2F)n1 (centres undefined) | -6 | 2 | -8 | -2 | 3 | -2 | -1 | -1 | 10
19 | CCN(CC(=O)NCCc1ccc(F)cc1)Cc1nc2ccccc2c(=O)[nH]1 | -3 | 0 | -4 | -1 | 1 | -1 | 2 | 9 | 3
29 | COc1ccc(C(=O)C2CCCN(C(=O)c3ccoc3C)C2)cc1F (centres undefined) | 0 | -2 | 3 | 2 | 7 | 3 | 2 | 0 | 6

Returning to the listing, starting 2 compounds before the break.
no. | structure | PAFAH2 FP inh | pPAFAH inh | EBNA-1 inhibitor | PAFAH1B2 inh | LYPLA2 counter | ZTA counter | LYPLA1 counter | PREPL inh | PAFAH1B3 FP inh
29 | COc1ccc(C(=O)C2CCCN(C(=O)c3ccoc3C)C2)cc1F (centres undefined) | 0 | -2 | 3 | 2 | 7 | 3 | 2 | 0 | 6
30 | COc1cccc(N2CCN(C(=O)c3cc4c(s3)CCCCC4)CC2)c1 | 4 | 8 | / | -1 | 5 | -2 | 0 | 18 | 6
31 | COc1ccc(S(=O)(=O)N2CCOCC2)c(Cl)c1Cl | 7 | -3 | -16 | 2 | -2 | -15 | 2 | -5 | 4
32 | Cc1c(C(=O)C(=O)N2CCN(Cc3ccc4c(c3)OCO4)CC2)c2ccccc2n1C | 1 | 2 | 4 | 9 | 8 | -9 | 6 | 23 | 3
33 | Cn1c(=O)oc2cc(S(=O)(=O)N3CCC(C(=O)NCc4ccc(F)cc4)CC3)ccc21 | -3 | -1 | 1 | -2 | 5 | -10 | 2 | 9 | 4
34 | O=C(c1ccoc1)N1CCC(CO)(CCc2ccccc2)CC1 | 7 | 5 | 7 | 0 | -6 | 20 | 3 | 7 | -1
35 | Cc1cc(CNC(=O)C2(C(F)(F)F)C/C(=C\CCO)CCCO2)nn1C (centres undefined) | -1 | 4 | 12 | 0 | 2 | -8 | 1 | -5 | 5
36 | Cc1nn(-c2ccccc2)c(C)c1/C=N\N1CCN(c2ccc(Cl)cc2)CC1 | 5 | 1 | -9 | 3 | -3 | 9 | 0 | 9 | 2
37 | Cn1c(N)c(C(=O)COC(=O)c2ccc(Cl)c(S(=O)(=O)N3CCCCC3)c2)c(=O)n(C)c1=O | -3 | 0 | -7 | 0 | 8 | 7 | 2 | -4 | 0
38 | Nc1cccc2cnccc12 | 4 | 5 | -2 | 2 | 0 | 0 | 2 | -5 | 11
39 | O=[N+]([O-])c1ccc(N2CCN(Cc3ccccc3)CC2)c(S(=O)(=O)N2CCOCC2)c1 | 2 | 2 | 2 | 8 | 0 | -21 | 2 | 17 | 2
40 | CCCNC(=O)COc1ccc2c(=O)c(Oc3ccccc3F)coc2c1 | 4 | 1 | -9 | 0 | -1 | -6 | -2 | 13 | 1
41 | Cc1c(Cl)c([N+](=O)[O-])nn1CC(=O)NCCCN1CCOCC1 | 2 | 2 | -5 | 2 | 2 | -7 | 2 | 2 | 9
42 | O=C(CCN1CCN(c2ccccc2)CC1)NNC(=O)c1cccc2ccccc12 | -1 | 3 | 9 | 5 | -2 | -4 | -1 | 9 | 0
43 | O=C1COc2ccc3ccccc3c2CN1 | -1 | 4 | 2 | 7 | 4 | -14 | -2 | -15 | 2
44 | CN(C)Cc1nc2ccccc2c(=O)n1Cc1nc(-c2cc3ccccc3o2)cs1 | -4 | 1 | 7 | -2 | -5 | -11 | -6 | 39 | 3
45 | CCCCC1=CC2=CC(=O)C(C)(OC(=O)c3ccc(Cl)nc3)C(=O)C2=CO1 (centres undefined) | / | 53* | 18 | / | 20 | 19 | 20* | 14 | /
46 | CCc1ccccc1N(CC)C(=O)c1cn(C)c(=O)c2cc(OC)c(OC)cc12 | -3 | 2 | 6 | 2 | -1 | 3 | 0 | 7 | 6
47 | O=C(c1c(F)cccc1F)N(Cc1ccccc1)Cc1ccccc1 | -7 | 3 | -10 | 0 | 5 | -9 | -3 | 4 | 8
48 | CN(C(=O)C1CCC(CNS(=O)(=O)c2cccc3cccnc23)CC1)C1CCCCC1 (centres undefined) | -5 | 3 | 0 | 7 | -4 | 4 | -5 | 2 | 6
49 | NNC(=O)c1csc(-c2ncc(C(F)(F)F)cc2Cl)n1 | / | -4 | 13 | / | 6 | -4 | 1 | 18 | /
50 | CS(=O)(=O)Cc1ccc(C(=O)NC2CCCc3ccccc32)cc1 (centres undefined) | -4 | -3 | -5 | 4 | 4 | 10 | 2 | 1 | -1
